HP1b chromo inh: HTS for Inhibitors of HP1-beta Chromodomain Interactions with Methylated Histone Tails. Chromobox protein homolog 1 (Homo sapiens), P83916. AlphaScreen HP1-beta / biotin-H3K9me3 peptide binding. Potency, µM (doses to about 114 µM), without a hit: top-dose activity change, negative = inhibition, most hits filed as inhibitors. hit rate 0.56% among 390,000; further: nearly all actives have a fitted effect of over 70% in size; inactives centre near 23
Target sequence (P83916 whole entry, looked up): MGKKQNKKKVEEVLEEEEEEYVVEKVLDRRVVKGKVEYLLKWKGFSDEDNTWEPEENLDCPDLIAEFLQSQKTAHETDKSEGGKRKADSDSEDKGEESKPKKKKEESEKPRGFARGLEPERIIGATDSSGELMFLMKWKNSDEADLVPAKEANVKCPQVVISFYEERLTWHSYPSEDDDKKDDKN
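Compound inhibition of the preformed complex between 50 nM HP1-beta and 50 nM biotinylated H3K9me3 peptide was read by AlphaScreen. Buffer was PBS pH 7.4 with 0.01% Tween-20. Incubations ran 30 min at room temperature, with 10 ug/mL donor/acceptor beads.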
Tb PGK inh: qHTS Assay to Find Inhibitors of Phosphoglycerate Kinase; Phosphoglycerate kinase, glycosomal (Trypanosoma brucei brucei), P07378; Potency, µM (highest dose often 57.5 µM), for inactives: at the top dose activity change, negative = inhibition, most hits filed as inhibitors; hit rate 0.043% among 380,000; PGK/GAPDH coupled, Kinase-Glo luminescence, 60 min; further: on the % scale 0 is the no-effect control and ±100 the full control effect; nearly all actives have a fitted effect of over 60% in size
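Luminescent ATP detection (Kinase-Glo Plus) follows a 60-minute room-temperature incubation, with wells lacking PGK as controls. Buffer: 100 mM TEA (pH 7.6), 5 mM MgCl2, 0.01% Tween-20. Coupling enzyme GAPDH (100 nM final) supplies unstable 1,3-BPG in-well.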
Pin1 inh: qHTS Assay to Find Inhibitors of Pin1. Peptidyl-prolyl cis-trans isomerase NIMA-interacting 1 (Homo sapiens), Q13526. Potency, µM (highest dose often 115 µM), for the others: top-dose activity, negative = inhibition, actives largely listed as inhibitors. AID 504891, 2011. Pin1 FP peptide displacement, HiFluor488, 10 min. hit rate 0.009% among 390,000; active means well fitted inhibition curve with a large enough effect in the polarisation, with a control signal flat, not every such curve was filed as active; inconclusive means small, poorly fitted or top-dose-only effect, or effect the other way, or a change in a side signal; inactive means no such curve, though single readings can be large or run the other way; the % refers to the polarisation; further: on the % scale 0 is the no-effect control and ±100 the full control effect
Target sequence (Q13526 whole entry, looked up): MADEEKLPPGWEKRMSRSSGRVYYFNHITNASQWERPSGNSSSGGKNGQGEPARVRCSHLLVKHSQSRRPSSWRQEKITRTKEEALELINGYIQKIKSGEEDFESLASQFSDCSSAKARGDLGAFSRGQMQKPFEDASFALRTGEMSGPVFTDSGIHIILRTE
GLS inh: qHTS for Inhibitors of Glutaminase (GLS) | Glutaminase kidney isoform, mitochondrial (Homo sapiens), O94925 | GLS enzymatic activity, qHTS titration | Potency, µM (doses to about 45.5 µM), for the others: top-dose activity change, negative = inhibition, actives largely listed as inhibitors | hit rate 0.21% among 410,000 | AID 624170, 2012; further: on the % scale 0 is the no-effect control and ±100 the full control effect
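Read-out is an Amplex red fluorescence increase coupled through glutamate oxidase and HRP, measured before and after 30 min room-temperature incubation. hKGA is in 45 mM KH2PO4 (pH 8.2) with 0.02% Tween-20; glutamine added as 1mM solution.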
ALOX12 inh: Primary qHTS assay for inhibitors of human arachidonate 12S-lipoxygenase (ALOX12): Round 2; Polyunsaturated fatty acid lipoxygenase ALOX12 (Homo sapiens), P18054; purified 12hLO, xylenol orange hydroperoxide absorbance; Potency, µM (titrated, usually from 108 µM), for the others: top-dose activity change, negative = inhibition, actives largely listed as inhibitors; hit rate 1.1% among 580,000; AID 1671190, 2021; further: on the % scale 0 is the no-effect control and ±100 the full control effect
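Purified human 12hLO (150 nM final) in 25 mM Hepes, 0.01% Triton X-100, pH 7.0 was preincubated 15 min at room temperature with compound. Then 40 uM arachidonic acid was added, 30 min. Hydroperoxide was read by Fe-XO absorbance ratio 573/405 nm.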
rTrxR1 inhibitor: qHTS Assay for Inhibitors of Mammalian Selenoprotein Thioredoxin Reductase 1 (TrxR1): qHTS; recombinant rTrxR1, NADPH fluorescence consumption, selenite substrate; Thioredoxin reductase 1, cytoplasmic (Rattus norvegicus), O89049; hit rate 1% among 390,000; Potency, µM (doses to about 114 µM), for inactives: top-dose activity change, negative = inhibition, usual class: inhibitors; further: on the % scale 0 is the no-effect control and ±100 the full control effect; nearly all actives have a fitted effect of over 65% in size
Target sequence (O89049 whole entry, looked up): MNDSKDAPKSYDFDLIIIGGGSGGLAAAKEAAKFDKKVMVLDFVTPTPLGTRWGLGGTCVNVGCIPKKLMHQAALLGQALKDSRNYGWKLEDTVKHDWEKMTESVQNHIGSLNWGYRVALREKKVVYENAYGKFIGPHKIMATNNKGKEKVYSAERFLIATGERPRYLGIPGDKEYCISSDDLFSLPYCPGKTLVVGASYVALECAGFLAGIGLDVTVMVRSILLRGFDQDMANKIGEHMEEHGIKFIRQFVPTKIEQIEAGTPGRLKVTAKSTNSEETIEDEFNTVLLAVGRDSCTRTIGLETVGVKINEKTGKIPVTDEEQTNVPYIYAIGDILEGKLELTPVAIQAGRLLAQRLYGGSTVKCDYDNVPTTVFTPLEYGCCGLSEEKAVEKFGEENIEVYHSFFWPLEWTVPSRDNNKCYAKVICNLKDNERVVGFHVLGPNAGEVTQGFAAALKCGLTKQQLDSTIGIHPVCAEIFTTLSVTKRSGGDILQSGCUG
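Rat TrxR1 (90 nM in the dispensed reagent) was pre-reduced with 400 uM NADPH for 5 min at room temperature, then incubated with compound for 15 min. After 400 uM selenite was added, NADPH fluorescence (Ex 340/Em 450 nm) was followed for 8 min.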
ERG Ets-DNA blk: qHTS for Small Molecule Inhibitors of the ERG Ets/DNA interaction | Potency, µM (highest dose often 76.9 µM), without a hit: top-dose FP activity, negative = inhibition, actives largely listed as inhibitors | hit rate 0.028% among 370,000 | AID 624246, 2012 | fluorescence polarization, His-ERG Ets domain / labelled DNA | Transcriptional regulator ERG (Homo sapiens), P11308; active means well fitted inhibition curve with a large enough effect in the polarisation, with a control signal flat; inconclusive means small, poorly fitted or top-dose-only effect, or effect the other way, or a change in a side signal; inactive means no such curve, though single readings can be large or run the other way; the % refers to the polarisation;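 further: polarization taken with two DNA probes labelled with fluorescein and Texas red; % of control where 0% means no effect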
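His-tagged ERG Ets domain (1 uM in the protein solution; 300mM KCl, 50mM Tris-HCl, 1mM EDTA, 1mM DTT, pH 7.5) received compound, then a probe mix of 5 nM fluorescein-DNA and 100nM Texas-615-DNA. Fluorescence polarization was read for both dyes.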
JMJD2A Tudor inh: qHTS Assay for Inhibitors of JMJD2A-Tudor Domain | hit rate 4.4% among 390,000 | AlphaScreen JMJD2A-Tudor / H3K4me3 peptide binding | Lysine-specific demethylase 4A (Homo sapiens), O75164 | Potency, µM (top dose mostly 114 µM), for inactives: top-dose activity change, negative = inhibition, actives largely listed as inhibitors | AID 504339, 2011; further: on the % scale 0 is the no-effect control and ±100 the full control effect; nearly all actives have a fitted effect of over 50% in size
RGS4 inhibitor: Inhibitors of Regulator of G Protein Signaling (RGS) 4: qHTS | hit rate 0.039% among 390,000 | Potency, µM (highest dose often 114 µM), for inactives: top-dose activity change, negative = inhibition, actives largely listed as inhibitors | Regulator of G-protein signaling 4 (Homo sapiens), P49798 | Transcreener GDP fluorescence polarization, RGS4-accelerated GTP hydrolysis | AID 504845, 2011; further: on the % scale 0 is the no-effect control and ±100 the full control effect; nearly all actives have a fitted effect of over 75% in size; some results filed as inactive show a strong effect at the top dose
Target sequence (P49798 whole entry, looked up): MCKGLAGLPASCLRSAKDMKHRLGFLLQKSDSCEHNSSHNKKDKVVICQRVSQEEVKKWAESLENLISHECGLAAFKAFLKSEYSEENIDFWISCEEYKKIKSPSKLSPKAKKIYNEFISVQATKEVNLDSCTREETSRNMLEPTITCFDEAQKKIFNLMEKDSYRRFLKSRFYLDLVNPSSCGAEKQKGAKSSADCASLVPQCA
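MLSMR compounds (23 nl, pin-transferred) preincubated 10 min at room temperature with a 500nM (2x) first reagent, then RGS4 at 900nM (2x) plus Transcreener GDP mix added; fluorescence polarization (620/688 nm) read before and after 90 min at 30 °C.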
The depositor's hits bear a star; i = inactive; ? = inconclusive; / = no result given; [ ] = another dose, or the depositor's remark. Unless noted, the call rests on the fitted dose curve; in most records, active means well fitted curve in the direction sought with a large enough effect; inconclusive means small, poorly fitted or top-dose-only effect, or another doubt; inactive means no such curve, though single readings can be large; an effect the other way counts as inactive or inconclusive. Potency means the concentration at half of the fitted maximal effect.

nr | smiles | HP1b chromo inh | Tb PGK inh | Pin1 inh | GLS inh | ALOX12 inh | rTrxR1 inhibitor | ERG Ets-DNA blk | JMJD2A Tudor inh | RGS4 inhibitor
1 | COc1ccc(OC)c(NC(=O)COC(=O)CC2CCCCC2)c1 | 47.9%[activator] | i | 0.2% | -2.2% | 0.6% | -3.6% | 1.6% | 9.0% | -40.3%
2 | Cc1ccc(Nc2nc(N)c3ccccc3n2)cc1C | 30.2% | -17.2% | 5.2% | -1.6% | 0.0% | 7.9% | -5.2% | -12.6% | 0.2%
3 | O=C1CCCN1CCCN1C(=O)N[C@@H](Cc2ccccc2)C1=O | 44.4%[activator] | -8.4% | -9.8% | -3.1% | 0.0% | 4.9% | 1.5% | 5.6% | 4.6%
4 | CCOC(=O)C(=O)Nc1ccccc1C(=O)Nc1ccc(OC)cc1 | 19.9% | 3.4% | 0.4% | 12.6% | 11.7% | 18.5% | 2.0% | -2.2% | 7.7%
5 | CCN(C(=O)COC(=O)Cn1cnc2c1c(=O)n(C)c(=O)n2C)C1CCS(=O)(=O)C1 (stereo unspecified) | 20.1% | -1.8% | -1.8% | 13.6% | -7.4% | 7.5% | -8.4% | -0.8% | 39.0%
6 | CON/C=C(\C=Nc1ccccc1)c1ncc(C(F)(F)F)cc1Cl | 9.9% | 6.9% | -1.7% | 3.9% | -22.5% | -8.0% | -9.9% | ? | 22.3%
7 | CC1=CC(C)(C)N(C)C(=O)N1c1ccc(Cl)cc1 | 25.2% | -2.3% | -2.3% | 3.1% | 13.3% | -11.2%[57.1 µM] | 7.5% | -3.4% | -53.5%
8 | CCCCC(=O)Nc1ccc(C(=O)N(CC)c2ccccc2C)cc1 | 25.1% | -2.3% | 1.4% | 5.6% | -3.8% | 15.1%[57.1 µM] | -12.5% | -10.5% | -10.8%
9 | Nc1[nH]n(-c2ccccc2)c(=O)c1N=Nc1ccc2c(c1)OCCO2 | 44.7µM* | 2.8% | 0.6% | ? | -9.1% | 5.8%[57.1 µM] | -5.5% | 20µM* | -11.8%
10 | O=C(O)CSC(C(=O)Nc1ccc(C(F)(F)F)cc1)c1ccccc1 (stereo unspecified) | 36.5%[activator] | 5.1% | 4.8% | -9.5% | 0.0% | 10.8%[57.1 µM] | -1.7% | -2.1% | -21.1%
11 | O=C1CCc2cc(S(=O)(=O)N3CCCC3C(=O)NC3CCCCCCC3)ccc2N1 (stereo unspecified) | 29.5% | -2.3% | -3.0% | 0.6% | 12.4%[57.4 µM] | 8.7%[57.1 µM] | 5.1% | -20.1% | -17.1%
12 | CC1CCCCN1C(=O)c1ccc(COc2ccc([N+](=O)[O-])cc2)o1 (stereo unspecified) | 7.5% | 13.2% | -1.6% | 3.2% | 46.4% | 7.4% | -3.6% | -23.6% | 19.9%

More compounds:
nr | smiles | HP1b chromo inh | Tb PGK inh | Pin1 inh | GLS inh | ALOX12 inh | rTrxR1 inhibitor | ERG Ets-DNA blk | JMJD2A Tudor inh | RGS4 inhibitor
13 | O=C(Cn1nc(-c2ccccc2)ccc1=O)NCCN1CCN(Cc2ccccc2)CC1 | 10.5% | -8.0% | 6.0% | 18.1% | 7.9% | 21.6% | / | -9.0% | -21.6%
14 | CC(CC(F)(F)F)N1CCC(n2nccc2NC(=O)CCOc2ccccc2)CC1 (stereo unspecified) | 46.7%[activator] | -7.2% | -3.6% | 0.1% | -8.8% | 26.0% | -8.1% | -1.0% | 3.8%
15 | COc1ccc(CCN2CC(C(=O)N3CCSCC3)CCC2=O)cc1 (stereo unspecified) | 22.9% | 0.6% | 2.1% | 6.2% | 31.5%[activator] | 0.4% | -3.6% | -13.1% | -23.3%
16 | COc1cccc(OC)c1NC(=O)Cc1nn(C)c(=O)c2ccccc12 | 24.1% | 3.7% | 1.5% | 6.3% | 1.5% | -3.1% | -14.7% | -4.9% | 27.4%
17 | CCCCNC(=O)C(C)N(CCN(C)C)C(=O)CCCN1C(=O)NC(c2ccc([N+](=O)[O-])cc2)C(C(=O)OCc2ccccc2)=C1C (stereo unspecified) | -9.4% | -3.0% | -0.4% | -1.4% | / | 17.9% | 10.8% | -25.3% | 8.1%
18 | COCC(=O)NCc1ccc2c(c1)OCO2 | 17.4% | i | -8.1% | 3.6% | 0.0% | -9.7% | -3.1% | -16.7% | 17.8%
19 | COC(=O)c1[nH]c2cccc(OC)c2c1NC(=O)CCN1CCSCC1 | 34.6% | -6.7% | -0.7% | -9.8% | -125.1% | 25.3%[11.4 µM] | -14.0% | 6.0% | -17.9%
20 | Cc1nc2nc[nH]c2cc1Br | 17.7% | 9.5% | 3.0% | 10.9% | 8.1% | 4.8% | -7.1% | 9.8% | 24.8%
21 | COc1ccc(N(C(=O)c2cccnc2)S(=O)(=O)c2cccc([N+](=O)[O-])c2)cc1 | -25.2% | -1.5% | 0.3% | 5.2% | ? | -16.5%[57.1 µM] | 1.8% | ? | -3.3%
22 | CCN(CC)c1ccc([N+](=O)[O-])cc1C(=O)N1CCOCC1 | -0.4% | -8.0% | 1.8% | -3.5% | -16.4% | -4.6%[57.1 µM] | 2.3% | -11.8% | 4.7%
23 | CSc1ccccc1OCc1cc(C(=O)N2CCc3c(Cl)cccc3C2)no1 | 22.0% | -5.7% | 1.3% | 0.7% | -13.2% | 6.2% | 1.9% | 0.0% | 19.5%
24 | O=C(c1cc(S(=O)(=O)Nc2ccccc2F)c(Cl)cc1Cl)N1CCN(CCO)CC1 | 26.4% | 0.0% | 7.7% | 0.3% | -11.9% | 15.4% | -1.0% | -8.4% | 29.8%

Next part.
nr | smiles | HP1b chromo inh | Tb PGK inh | Pin1 inh | GLS inh | ALOX12 inh | rTrxR1 inhibitor | ERG Ets-DNA blk | JMJD2A Tudor inh | RGS4 inhibitor
25 | CCCS(=O)(=O)Nc1cccc(-c2cn3ccsc3n2)c1 | 42.0%[activator][57 µM] | -2.3% | -5.1% | -1.4% | -18.8% | 8.2%[57.1 µM] | -0.1% | -14.9% | -16.8%
26 | COc1ccc(C(=O)C2CCCN(S(=O)(=O)N(C)C)C2)c(C)c1 (stereo unspecified) | 31.1% | -4.0% | -9.6% | -9.7% | 3.6% | 23.3% | -7.6% | -5.5% | 3.8%
27 | O=C1CCCC/C1=C/Nc1ccc(S(=O)(=O)Nc2ncccn2)cc1 | 22.5% | 2.8% | 4.0% | -8.8% | -25.3% | ? | -0.7% | 0.8% | 7.7%
28 | COc1cccc(-n2nnnc2SCC(=O)NCCc2ccccc2)c1 | 35.6% | -6.5% | -2.7% | -1.7% | 53.5%[activator] | 13.1%[57.1 µM] | -12.9% | -4.1% | -10.7%
29 | CNc1c([N+](=O)[O-])cnn1-c1ccc(Cl)cc1 | 25.1% | -6.2% | -7.3% | 0.3% | 0.0% | 6.2% | -1.4% | 7.5% | 20.4%
30 | O=C(O)c1cccc(-c2ccc(/C=C3/SC(=Nc4ccccc4)N(Cc4cccnc4)C3=O)o2)c1 | ? | ? | ? | 128.9%[activator] | ? | ? | -4.6% | 44.7µM* | ?
31 | O=C(Cn1cnc2ccccc2c1=O)NCc1ccc2c(c1)OCO2 | 31.8% | i | -1.3% | -6.0% | 165.7%[activator] | 0.7% | -9.6% | -12.1% | -7.8%
32 | O=C(c1ccc(F)cc1)n1cc(C(=S)N2CCOCC2)c2ccccc21 | ? | 3.9% | -1.4% | 11.0% | ? | 19.0%[57.1 µM] | 3.2% | ? | -24.9%
33 | O=C(Nc1cccc(S(=O)(=O)N2CCOCC2)c1)C1CCCCN1S(=O)(=O)c1ccccc1 (stereo unspecified) | -5.5% | -3.8% | 7.1% | -0.7% | -14.3% | 16.0% | 16.0% | ? | -17.4%
34 | COc1ccc(OC)c(NC(=O)NCc2ccc(F)cc2)c1 | 6.0% | 5.5% | 1.8% | 19.6% | -15.1% | 4.2% | 2.8% | -19.4% | -11.2%
35 | COc1ccc(-c2csc(NCc3ccco3)n2)cc1C | ? | 0.9% | ? | 20.6% | / | 3.5% | -3.0% | ? | -26.2%
36 | Cc1ccc(NC(=O)c2ncn(CCCN3CCN(c4ccccn4)CC3)n2)cc1C | 59.3%[activator] | -1.6% | 0.5% | 15.8% | ? | 10.6% | 5.9% | -17.4% | -15.7%
37 | Cc1nc2scc(C)n2c(=O)c1S(=O)(=O)NCc1ccc(F)cc1 | 1.6%[57 µM] | i | -3.2% | -6.3% | 9.3% | 37.2% | 19.9% | -9.9% | -6.8%
38 | O=C(CCS(=O)(=O)c1ccc2c(c1)NC(=O)CS2)NCCc1ccc(Cl)cc1 | 13.4% | -8.8% | 4.9% | 3.1% | -7.0% | -5.1% | 5.2% | 15.8µM* | -29.9%[56.9 µM]

Not all compounds are listed. The share of hits here may be higher or lower than overall.
